XIAP displacement: XIAP antagonists, biochemical, IAP family, fluorescence polarization (AID 1018); one-dose displacement, % at 20 µM; IC50 in µM for titrated hits; XIAP BIR domain, fluorescence polarization peptide displacement; higher % means a stronger effect; actives 0.007% (n = 200,000); in the data active means displacement above about 50%; further: a part of the inactive calls stands beside numbers as strong as those of hits
Yfh1-off respiration: enhancers of respiration in Yfh1-depleted yeast, dose response, Friedreich's ataxia, plus single-dose screen (AID 1465). fold induction at 50 µM, or EC50 in µM where a hit was titrated. actives 0.074% (n = 220,000). S. cerevisiae Yfh1-off respiration, WST-1 reduction, 72 h; higher fold induction means a stronger effect;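 active means fold induction of absorbance versus untreated yeast above a set limit, then at least 30% activation at any dose in follow-up; inconclusive means repeats straddling the limit, or above it without dose testing; inactive means fold induction below the set limit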;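 further: activators that raise dye reduction in frataxin-depleted yeast; strong numbers were not always called active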
SV40 large T antigen: TAg ATPase/helicase activity blockers – biochemical (AID 1903); SV40 large T antigen ATPase/helicase inhibition assay; higher % means a stronger effect; one-dose inhibition, % at 20 µM; IC50 in µM for titrated hits; actives 0.39% (n = 310,000); in the data active means a potency from the dose series; inconclusive means inhibition mostly from about 32% at the one dose, without a potency; inactive means the rest, 99 in 100 with inhibition below about 32%; further: strong numbers were not always called active
CSM14.1 death rescue: rescue of cells from ER stress-induced death, primary screen, 384-well, CSM14.1, thapsigargin, ATP luminescence (AID 1222). cellular ATP content (survival), % at 20 µM, or EC50 in µM where a hit was titrated. CSM14.1 thapsigargin-induced death rescue, ATP luminescence; higher % means a stronger effect. 190,000 tested, under 10 active;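 active means EC50 below 50 µM in the dose-response confirmation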;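 further: death triggered by thapsigargin at about 15 µM added after 2 h compound pretreatment; cell ATP read after overnight thapsigargin exposure of roughly 18 to 22 hours; normalized against plate controls of thapsigargin alone and 5% DMSO vehicle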
Dengue-2 NS5 capping: Dengue-2 NS5 methyltransferase inhibitors, primary screen, biochemical, confirmation dose response (AID 588689); Dengue-2 NS5 methyltransferase capping enzyme assay, biochemical; higher % means a stronger effect; one-dose inhibition, % at 25 µM; IC50 in µM for titrated hits; actives 0.3% (n = 340,000); in the data active means a potency from the dose series; inconclusive means inhibition above about 29% without an active follow-up result
West Nile antiviral: West Nile virus antiviral activity, cell-based, CPE readout (AID 1621); West Nile virus-infected cells, CPE inhibition; higher % means a stronger effect; one-dose CPE inhibition, % at 10 µM; IC50 in µM for titrated hits; actives 0.02% (n = 290,000); in the data active means a potency from the dose series; inconclusive means CPE inhibition mostly from about 3.7% at the one dose, without a potency; inactive means the rest, 99 in 100 with CPE inhibition below about 2.2%; further: strong numbers were not always called active
WT yeast gro inh: growth inhibition of WT yeast, mitochondrial fusion screen; mitochondrial fusion phenotypic screen, WT strain; actives 2.1% (n = 190,000); inhibition, % at 10 µM; in the data active means inhibition above about 58%; tested in S. cerevisiae
RSV CPE inhibition: inhibition of RSV-induced cytopathic effect – HEp-2 cells, primary 10 µM value included (AID 2391); HEp-2 cells, RSV-induced CPE inhibition; higher % means a stronger effect; CPE inhibition, % at 10 µM, or IC50 in µM where a hit was titrated; actives 0.13% (n = 310,000); in the data active means a potency from the dose series; inconclusive means CPE inhibition mostly from about 23% at the one dose, without a potency; inactive means the rest, 99 in 100 with CPE inhibition below about 21%; further: strong numbers were not always called active
UTI89 phage lysis: protection from phage-mediated lysis, alamar blue read-out – E. coli UTI89, K1F phage, bacterial capsule biogenesis inhibitors (AID 488966) | inhibition, % at 100 µM, or IC50 in µM where a hit was titrated | actives 0.02% (n = 340,000) | E. coli UTI89 K1F phage lysis, alamar blue, 2 h; higher % means a stronger effect;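 active means phage lysis inhibition, versus mean bacterial control, above a set limit; inconclusive means no clear call, values can overlap the other calls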;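 further: capsule biogenesis inhibitors block K1F phage lysis so surviving cells raise fluorescence; higher fluorescence means more inhibition of phage lysis; actives were called in the ten point dose series up to 300 µM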
WT yeast gro inh mutant strain: second read-out of WT yeast gro inh, no call of its own (marks repeat the call); inhibition, %; mitochondrial fusion phenotypic screen, mutant strain inhibition
Dengue-2 NS5 capping pilot replicate: also measured in Dengue-2 NS5 capping; calls as there; inhibition, %; measured here: pilot screen replicate inhibition
* = called active by the depositor; [ ] = another dose, or the depositor's remark.

Results for CCOC(=O)c1ccc2ncc(C(=O)OCC)c(NCc3ccco3)c2c1 ?
XIAP displacement: 1.7%; Yfh1-off respiration: inactive; SV40 large T antigen: 5.0%; CSM14.1 death rescue: 1.3%; Dengue-2 NS5 capping: 25.7%; West Nile antiviral: -0.5%; WT yeast gro inh: -6.5; RSV CPE inhibition: 1.6%; UTI89 phage lysis: 0.9%; WT yeast gro inh mutant strain: -9.8

How did COC(=O)C1(C)Cc2cc(OC(C)=O)c(OC(C)=O)cc2N1 (stereo unspecified) do in these assays?
Yfh1-off respiration: inactive; SV40 large T antigen: 25.9%; West Nile antiviral: 0.2%; RSV CPE inhibition: -0.5%

How did COC(=O)CCC(=O)OC1(C)C(=O)C=C2C=C(c3ccsc3)OC=C2C1=O (stereo unspecified) do in these assays?
Yfh1-off respiration: inactive; SV40 large T antigen: 36.4%; Dengue-2 NS5 capping: 5.6%; West Nile antiviral: 0.5%; RSV CPE inhibition: -0.7%; UTI89 phage lysis: 0.6%

What do the screens show for `Cc1c(NC(=O)c2ccc(Br)s2)c(=O)n(-c2ccccc2)n1C`?
XIAP displacement: -5.9%; Yfh1-off respiration: inactive; SV40 large T antigen: 2.1%; CSM14.1 death rescue: -0.2%; Dengue-2 NS5 capping: -3.8%; West Nile antiviral: 0.3%; WT yeast gro inh: 5.1; RSV CPE inhibition: 2.7%; UTI89 phage lysis: 0.2%; WT yeast gro inh mutant strain: -3.1

What do the screens show for `CC(C)c1[nH]nc2c1C(C(C)C)C(C#N)=C(N)O2` (stereo unspecified)?
XIAP displacement: -3.7%; Yfh1-off respiration: inactive; SV40 large T antigen: 15.4%; CSM14.1 death rescue: 2.6%; Dengue-2 NS5 capping: -0.8%; West Nile antiviral: 0.5%; WT yeast gro inh: -3.3; RSV CPE inhibition: -0.1%; UTI89 phage lysis: 0.3%; WT yeast gro inh mutant strain: -4.1

Results for CCOCCn1c(N2CCN(c3ccc(OC)cc3)CC2)nc2c1c(=O)n(C)c(=O)n2C ?
XIAP displacement: -7.2%; Yfh1-off respiration: inactive; SV40 large T antigen: 35.4%; CSM14.1 death rescue: -0.2%; Dengue-2 NS5 capping: 2.1%; West Nile antiviral: -0.5%; WT yeast gro inh: 11.3; RSV CPE inhibition: 2.6%; UTI89 phage lysis: 0.5%; WT yeast gro inh mutant strain: 4.0

How did NC(=O)N/N=C/c1c(F)c(F)c(F)c(F)c1F do in these assays?
XIAP displacement: 11.9%; Yfh1-off respiration: inactive; SV40 large T antigen: 1.6%; CSM14.1 death rescue: -0.8%; Dengue-2 NS5 capping: -4.9%; West Nile antiviral: 0.4%; WT yeast gro inh: 1.8; RSV CPE inhibition: 17.9%; UTI89 phage lysis: 2.7%; WT yeast gro inh mutant strain: 4.9

How did CCOC(=O)CNC(=O)CSc1nnc(-c2ccccc2)n1Cc1ccco1 do in these assays?
XIAP displacement: -6.2%; Yfh1-off respiration: inactive; SV40 large T antigen: 4.5%; CSM14.1 death rescue: -1.8%; Dengue-2 NS5 capping: 2.7%; West Nile antiviral: 0.4%; WT yeast gro inh: -5.9; RSV CPE inhibition: 0.3%; UTI89 phage lysis: -0.1%; WT yeast gro inh mutant strain: 3.1

How did Cc1ccc(NC(=O)CSc2nnc(C(F)(F)F)n2C)cc1[N+](=O)[O-] do in these assays?
XIAP displacement: -2.2%; Yfh1-off respiration: inactive; SV40 large T antigen: 6.8%; CSM14.1 death rescue: 0.1%; Dengue-2 NS5 capping: 0.3%; West Nile antiviral: -0.3%; WT yeast gro inh: -31.8; RSV CPE inhibition: 0.8%; UTI89 phage lysis: 0.8%[50 µM]; WT yeast gro inh mutant strain: -14.7

What do the screens show for `S=c1[nH]nc(-c2ccco2)n1C1CCCCC1`?
XIAP displacement: -4.9%; Yfh1-off respiration: inactive; SV40 large T antigen: 13.1%; CSM14.1 death rescue: -1.8%; Dengue-2 NS5 capping: -11.0%; West Nile antiviral: 0.0%; WT yeast gro inh: 21.6; RSV CPE inhibition: 0.9%; UTI89 phage lysis: 2.9%; WT yeast gro inh mutant strain: 6.0

What do the screens show for `CN1C(=O)CSc2ccc(NC(=O)NCc3ccccc3)cc21`?
XIAP displacement: -6.9%; Yfh1-off respiration: inactive; SV40 large T antigen: -7.7%; CSM14.1 death rescue: -2.5%; Dengue-2 NS5 capping: -14.6%; West Nile antiviral: -0.7%; WT yeast gro inh: -3.5; RSV CPE inhibition: 2.0%; UTI89 phage lysis: -0.1%; WT yeast gro inh mutant strain: 6.9

Results for O=C(CSc1nc2ccc([N+](=O)[O-])cc2[nH]1)NCCc1ccccc1 ?
XIAP displacement: -3.2%; Yfh1-off respiration: inactive; SV40 large T antigen: 24.5%; CSM14.1 death rescue: 1.3%; Dengue-2 NS5 capping: -1.4%; West Nile antiviral: -0.2%; WT yeast gro inh: 11.1; RSV CPE inhibition: 2.5%; UTI89 phage lysis: -2.4%; WT yeast gro inh mutant strain: 84.6

What do the screens show for `COc1nc(OC)nc(N2CCC(C(=O)Nc3cccc4c3CCCC4)CC2)n1`?
XIAP displacement: -2.0%; Yfh1-off respiration: inactive; SV40 large T antigen: -4.8%; CSM14.1 death rescue: 2.1%; Dengue-2 NS5 capping: 0.0%; West Nile antiviral: -0.1%; WT yeast gro inh: -13.5; RSV CPE inhibition: 3.0%; UTI89 phage lysis: 0.4%; WT yeast gro inh mutant strain: -26.2; Dengue-2 NS5 capping pilot replicate: -5.6

What do the screens show for `Cc1ccc([N+](=O)[O-])cc1NC(=O)c1ccc(C(C)(C)C)cc1`?
XIAP displacement: -5.1%; Yfh1-off respiration: inactive; SV40 large T antigen: 5.9%; CSM14.1 death rescue: 1.9%; Dengue-2 NS5 capping: -1.4%; West Nile antiviral: -0.1%; WT yeast gro inh: 44.5; RSV CPE inhibition: 12.3%; UTI89 phage lysis: 1.5%; WT yeast gro inh mutant strain: 44.6

Results for O=[N+]([O-])c1ccc(NCCNc2ccc(Cl)nn2)cc1 ?
XIAP displacement: -5.4%; Yfh1-off respiration: inactive; SV40 large T antigen: 4.6%; CSM14.1 death rescue: -1.0%; Dengue-2 NS5 capping: -3.6%; West Nile antiviral: -0.9%; WT yeast gro inh: -5.3; RSV CPE inhibition: 2.0%; UTI89 phage lysis: 0.0%; WT yeast gro inh mutant strain: 9.4

How did COc1ccc(C(CNC(=O)C(C)(C)Oc2ccc(Cl)cc2)N2CCCCC2)cc1 (stereo unspecified) do in these assays?
SV40 large T antigen: 6.2%; Dengue-2 NS5 capping: -2.6%; West Nile antiviral: -0.3%; RSV CPE inhibition: 1.6%; UTI89 phage lysis: 1.8%[50 µM]

What do the screens show for `CC(C)(CNC(=O)c1cc(Cl)c(O)c(Cl)c1)N1CCCCC1`?
SV40 large T antigen: 7.8%; Dengue-2 NS5 capping: 3.6%; West Nile antiviral: -0.5%; RSV CPE inhibition: 0.8%; UTI89 phage lysis: 0.4%

Results for CCOc1ccccc1N1CCN(CC(=O)NC(C)c2ccccc2)CC1 (stereo unspecified) ?
SV40 large T antigen: 9.8%; Dengue-2 NS5 capping: 0.8%; West Nile antiviral: -0.4%; RSV CPE inhibition: 1.9%; UTI89 phage lysis: 1.2%

How did Cc1ccccc1CSc1nnc(-c2cccnc2)n1N do in these assays?
XIAP displacement: -4.7%; Yfh1-off respiration: inactive; SV40 large T antigen: 9.2%; CSM14.1 death rescue: -1.0%; Dengue-2 NS5 capping: -1.4%; West Nile antiviral: 1.0%; WT yeast gro inh: 3.5; RSV CPE inhibition: 1.0%; UTI89 phage lysis: -0.2%; WT yeast gro inh mutant strain: 10.5

What do the screens show for `O=C(CN1C(=O)NC2(CCCc3ccccc32)C1=O)Nc1cccc(S(=O)(=O)N2CCCCC2)c1` (stereo unspecified)?
XIAP displacement: 2.7%; Yfh1-off respiration: inactive; SV40 large T antigen: 5.2%; CSM14.1 death rescue: -0.4%; Dengue-2 NS5 capping: -5.2%; West Nile antiviral: -1.1%; WT yeast gro inh: -3.2; RSV CPE inhibition: inconclusive; UTI89 phage lysis: 1.4%[50 µM]; WT yeast gro inh mutant strain: 6.6

How did Cc1ccc(NC(=O)c2ccc(OCC3CCCO3)cc2)c(C)c1 (stereo unspecified) do in these assays?
XIAP displacement: 0.6%; Yfh1-off respiration: inactive; SV40 large T antigen: 15.0%; CSM14.1 death rescue: 1.2%; Dengue-2 NS5 capping: 0.7%; West Nile antiviral: -0.2%; WT yeast gro inh: 5.4; RSV CPE inhibition: 2.5%; UTI89 phage lysis: 3.9%; WT yeast gro inh mutant strain: 4.8

Results for COc1cccc(N(C(=O)CNC(=O)c2ccco2)C(C(=O)NC2CCCC2)c2ccco2)c1 (stereo unspecified) ?
SV40 large T antigen: -17.5%; Dengue-2 NS5 capping: -0.8%; West Nile antiviral: -0.5%; RSV CPE inhibition: -0.5%; UTI89 phage lysis: 0.2%

How did COc1cccc(OC)c1C(=O)NC(=S)Nc1cc(-c2nc3ccccc3[nH]2)ccc1Cl do in these assays?
XIAP displacement: -4.7%; Yfh1-off respiration: inactive; SV40 large T antigen: -13.7%; CSM14.1 death rescue: -3.6%; Dengue-2 NS5 capping: -8.7%; West Nile antiviral: 0.1%; WT yeast gro inh: 22.7; RSV CPE inhibition: 2.0%; UTI89 phage lysis: -4.0%; WT yeast gro inh mutant strain: 27.1

What do the screens show for `CN1CCC2(CC1)Nc1nc(SCc3ccc(Cl)cc3)nn1C1=C2CN(C)CC1`?
XIAP displacement: -3.7%; Yfh1-off respiration: inactive; SV40 large T antigen: -2.2%; CSM14.1 death rescue: -4.6%; Dengue-2 NS5 capping: -2.0%; West Nile antiviral: 0.2%; WT yeast gro inh: 65.7*; RSV CPE inhibition: -1.6%; UTI89 phage lysis: 1.9%; WT yeast gro inh mutant strain: 4.7*

What do the screens show for `CCC(=O)N1CCN(c2ccc(NC(=S)NC(=O)c3cccc([N+](=O)[O-])c3)cc2)CC1`?
XIAP displacement: -6.0%; Yfh1-off respiration: inactive; SV40 large T antigen: 24.2%; CSM14.1 death rescue: -0.2%; Dengue-2 NS5 capping: -1.4%; West Nile antiviral: -0.3%; WT yeast gro inh: -2.9; RSV CPE inhibition: -0.1%; UTI89 phage lysis: -0.1%; WT yeast gro inh mutant strain: 5.6

Results for Cc1ccccc1NC(=O)c1cccc(N2C(=O)C3CCC(C)CC3C2=O)c1 (stereo unspecified) ?
SV40 large T antigen: 2.8%; Dengue-2 NS5 capping: 11.6%; West Nile antiviral: 0.6%; RSV CPE inhibition: 3.6%; UTI89 phage lysis: -0.5%

Bioassay records as filed in PubChem.
